From PubChem BioAssay
RAD54 inh = inhibitors of human RAD54 branch migration, primary screen, biochemical, fluorescence, single point; DNA repair and recombination protein RAD54-like (Homo sapiens), Q92698; inhibition, % at 10.4 µM; 360,000 tested, 0.14% active; AID 602329, 2012; RAD54 Holliday junction branch migration, FAM/BHQ fluorescence;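 active = mean normalized replicate activity at least 40 and at least half of replicates scoring 40 or more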;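 also: 0% = median of neutral control wells and 100% = median of positive control wells; inhibitors cause a drop in the FAM fluorescence signal; in these data hits start at about 50%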
Target sequence (Q92698 whole entry, looked up): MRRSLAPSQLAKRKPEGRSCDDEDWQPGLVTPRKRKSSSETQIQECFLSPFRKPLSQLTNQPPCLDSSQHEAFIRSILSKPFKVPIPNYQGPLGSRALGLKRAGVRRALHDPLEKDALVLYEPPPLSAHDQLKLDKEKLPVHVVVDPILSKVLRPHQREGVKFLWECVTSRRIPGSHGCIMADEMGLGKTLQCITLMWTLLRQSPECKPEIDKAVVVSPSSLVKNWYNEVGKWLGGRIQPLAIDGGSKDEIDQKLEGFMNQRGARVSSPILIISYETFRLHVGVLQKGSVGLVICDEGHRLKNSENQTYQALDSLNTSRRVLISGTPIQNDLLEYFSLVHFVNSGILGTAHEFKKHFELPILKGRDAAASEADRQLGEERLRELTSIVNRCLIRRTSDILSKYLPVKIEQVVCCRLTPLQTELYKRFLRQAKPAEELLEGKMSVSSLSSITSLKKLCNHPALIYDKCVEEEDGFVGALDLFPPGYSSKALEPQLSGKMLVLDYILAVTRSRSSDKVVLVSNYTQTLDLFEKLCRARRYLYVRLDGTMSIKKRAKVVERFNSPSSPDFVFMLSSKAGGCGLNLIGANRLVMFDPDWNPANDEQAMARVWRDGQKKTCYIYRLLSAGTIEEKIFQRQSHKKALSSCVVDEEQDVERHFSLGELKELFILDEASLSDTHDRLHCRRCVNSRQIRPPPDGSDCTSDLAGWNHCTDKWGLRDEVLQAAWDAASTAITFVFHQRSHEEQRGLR
esBAF inh = Bmi1 luciferase reporter increase in mESCs, primary screen, esBAF inhibitor project, mouse ES cells, Bmi1 luciferase knock-in, single point | 24 h; 100% = twice the neutral-well signal | reporter increase, % at 12.5 µM | 350,000 tested, 2% active; in the data active = activation above about 40%;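 also: 0% = median of the plate's neutral control wells and 100% = double that signal; a rise in the Bmi1 reporter signal indicates esBAF inhibition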
Active calls of the source: *. A portion of the library. The share of hits here may be higher or lower than overall.

Every second line gives: RAD54 inh	esBAF inh
CCC(C)C(=O)Nc1ccc(OC)cc1OC (centres undefined)
    6	1
O=C(NCCCNC(=O)c1cccs1)c1cccs1
    -5	-3
COc1ccc2nc(NC(=O)c3ccc(-n4nc(C)cc4C)cc3)sc2c1
    -3	-5
CN(C)c1ccc(CNC(=O)CCNS(=O)(=O)c2cc(Br)cnc2N)cc1
    9	-9
COC(=O)c1[nH]cnc1C(=O)c1ccccc1
    3	3
Cc1ccc(-c2ccccc2NC(=O)CCl)o1
    2	-6
O=[N+]([O-])c1ccc(/C=N/n2c(C3CCCCC3)n[nH]c2=S)cc1
    7	-3
CC(C)(C)c1nc(SCC(=O)Nc2nc3c(s2)CCCC3)c2ccccc2n1
    3	2
O=C(Nc1ccn(C2CC(OC(=O)c3ccccc3)C(CO)O2)c(=O)n1)c1ccccc1 (centres undefined)
    -6	-8
C#CCOc1c(Br)cc(/C=N/O)cc1OCC
    -2	-10
CCOC(=O)C1CCN(C(=O)Nc2ccc(NC(=O)C3CCN(C(=O)OCC)CC3)cc2)CC1
    6	-4
COc1ccc(C2CC(c3ccccc3)n3nc(NC(=O)c4cccs4)nc3N2)cc1 (centres undefined)
    8	-2
CCN(CC)S(=O)(=O)c1cccc(C(=O)NC(C(=O)Nc2nnc(C3CC3)s2)C(C)C)c1 (centres undefined)
    -2	3
Cc1ccnc(SCCn2c(N3CCOCC3)nc3c2c(=O)[nH]c(=O)n3C)n1
    2	-3
CCOC(=O)c1c(C)[nH]c(C(=O)COC(=O)C2CC2C)c1C (centres undefined)
    -1	2

In the list so far, three have a halogen:
Every second line gives: RAD54 inh	esBAF inh
CN(C)c1ccc(CNC(=O)CCNS(=O)(=O)c2cc(Br)cnc2N)cc1
    9	-9
Cc1ccc(-c2ccccc2NC(=O)CCl)o1
    2	-6
C#CCOc1c(Br)cc(/C=N/O)cc1OCC
    -2	-10

Additional results:
Every second line gives: RAD54 inh	esBAF inh
O=C(NCCN1CCN(c2ccccc2)CC1)C1CCN(S(=O)(=O)c2cccs2)CC1
    -4	11
CCCS(=O)(=O)N1CCC(C(=O)NCCc2ccccc2)CC1
    2	4
COc1ccccc1C(=O)OCC(=O)Nc1ccc(OC(F)F)cc1
    -9	6
O=C(CSc1nnc(Cc2cccs2)n1-c1ccccc1)Nc1ccc2c(c1)OCCO2
    8	-3
O=C(Nc1ccc(N2CCOCC2)cc1)Nc1cnsn1
    -6	17
COCc1cc(C)c(C#N)c(=S)[nH]1
    -22	-7
Cc1cc(C)n2c(Br)c(CSc3nc4ccccc4s3)nc2n1
    -5	48*
Cc1cc(C)n2nc(-c3cnn(C)c3C(F)(F)F)cc2n1
    2	8
Cn1cccc1Cc1nnc(SCC(=O)NCc2ccc3c(c2)OCO3)n1CCc1ccccc1
    -13	-3
CCOC(=O)CCCCNCc1ccccc1
    -1	6
CCOC(=O)C(NC(C)=O)(Nc1cccc(F)c1)C(F)(F)F (centres undefined)
    6	-6
CCOC(=O)C1CCN(c2nc3ccccc3nc2C(C#N)C(=O)OCCOC)CC1 (centres undefined)
    -6	-5
O=C(CNS(=O)(=O)c1ccc(Br)cc1)N1CCN(c2ccc(F)cc2)CC1
    -2	2
Cc1ccc(C(=O)N2CCN(S(C)(=O)=O)C2)cc1
    2	6
O=C(O)CCN(CCC(=O)O)c1ccccc1
    -18	-5
O=c1oc2ccc3ccccc3c2cc1-c1nnc(-c2ccccc2)o1
    1	2
O=C(CC1N=C2c3ccccc3N=C(SCc3ccc(Cl)cc3)N2C1=O)NCc1ccco1 (centres undefined)
    -4	12
CN1CCN(S(=O)(=O)c2ccc(-c3noc(C4CCN(S(C)(=O)=O)CC4)n3)cc2)CC1
    -17	3
COc1ccc(S(=O)(=O)N(C)CC(=O)NCCC2=CCCCC2)cc1OC
    7	15
COc1cc(C(CCN2CCCC(C)C2)c2c(OC)cc(OC)c3c2OC(=O)CC3c2ccc(N(C)C)cc2)cc(OC)c1OC (centres undefined)
    -1	-2
N#C/C(=C1\CCCN1)c1nc2ccccc2c(=O)[nH]1
    1	3
COc1ccc(-c2c(C)n([O-])c(C)c(C)[n+]2=O)cc1OC
    1	4
CC(=O)NCCN=C(C)c1sc2ccccc2c1O
    -10	41*
CC1(C)Cc2c(sc(NC(=O)COc3ccc(Cl)cc3)c2C#N)C(C)(C)N1
    18	-8
CC(NC(=O)Nc1nnc(C(F)(F)F)s1)(C(F)(F)F)C(F)(F)F
    3	-42
O=C(CSc1nnc(-c2ccncc2)n1Cc1ccccc1)NCCc1ccccc1
    -9	8
C=CCc1c(C)nc(C)nc1N/N=C/c1ccc(N(C)C)cc1
    1	1
COc1ccccc1OCCn1cc(C#N)c2ccccc21
    0	16
CC(=O)NCCn1c(SCC(=O)c2ccc(Cl)cc2)nc2ccccc2c1=O
    11	6
Cc1cc(NC(=O)c2c(F)cccc2Cl)n(-c2nc3ccccc3[nH]2)n1
    2	5
O=C1NCCN1C(=O)c1cccc(Cl)c1
    3	-6
COc1ccc(OC)c(C2C(C(=O)N(C)C)=C(C)Nc3nc4ccccc4n32)c1 (centres undefined)
    -7	3
CCCCn1c(Cl)nc2c1c(=O)n(C)c(=O)n2C
    -9	-8
COc1ccc(-c2ccc(-c3noc(-c4ccccc4C)n3)c(OC)n2)cc1
    -4	0
O=C(Nc1ccc(N2CCOCC2)cc1)Nc1ccc2nc(-c3ccco3)c(-c3ccco3)nc2c1
    7	-8
CCn1nccc1C(=O)NC1=C(C#N)CCC1
    5	2
O=c1c2ccccc2nc(/C=C/c2ccc([N+](=O)[O-])o2)n1CCCO
    -24	11
COc1ccc(Br)cc1-c1nc(C)c(C(C)=O)n1O
    5	-5
Cc1sc(-c2ccncc2)nc1OC(=O)c1ccc(Cl)cc1
    -8	-10
O=C(Nc1ccc(Br)cc1F)c1sccc1-n1cccc1
    -9	-1
Nc1nnnn1/N=C/c1cccc(O)c1
    -2	-2
CC(=O)c1ccc2c(ccc3ccccc32)c1
    4	43*
O=C(CCCn1c(=S)[nH]c2ccsc2c1=O)NCc1ccco1
    0	-8
COc1cc2c(C(=O)N3CCN(c4ccccc4C)CC3)c(C)oc2cc1Br
    -5	-15
CS(=O)(=O)N(CC(=O)NCc1ccccn1)c1ccc2c(c1)OCCO2
    5	6
CC1CCCCC1NC(=O)CCn1ccc2cc(S(=O)(=O)N3CCCC3)ccc21 (centres undefined)
    2	-3
COc1ccc(OC)c(C2C(C#N)=C(N)Oc3c2c(C)nn3-c2ccc(C)cc2)c1 (centres undefined)
    0	-5
CCCCC(=O)c1c(O)c2ccccc2oc1=O
    -7	59*
CC(NC(=O)CSc1nnc(-c2cccc(S(=O)(=O)N3CCCCC3)c2)o1)C12CC3CC(CC(C3)C1)C2 (centres undefined)
    -3	-13
CN(c1ccc(OCc2nnc(-c3ccccc3)o2)cc1)S(=O)(=O)c1ccccc1
    2	2
S=C(Nc1ccccc1)Nc1ccc(OCc2ccc(Cl)cc2Cl)cc1
    8	-75
Cc1ccc(S(=O)(=O)/N=C(\Sc2ccccc2)c2ccccc2)cc1
    -4	-11
CCO/C(C)=C1\C(=O)Nc2ccccc21
    -9	-10
COC(=O)c1cc(-c2ccc(OC)c(OC)c2)n[nH]1
    -3	9
N#Cc1cc2c([nH]c1=S)CCCCCC2
    -15	-5
COC(=O)C(NC(=O)c1ccccc1)=C(C)C
    5	1
CCn1c(SCC(=O)Nc2nc(-c3ccc(C)cc3)cs2)nnc1-c1ccccc1O
    -1	-5
O=C(OCC(=O)N1CCN(C(=O)c2ccco2)CC1)c1ccccc1C(=O)c1ccccc1
    1	0
COC(=O)c1cc2ccccc2c(=O)s1
    2	7
CC(=Nc1ccc(C)c(C)c1)C1=C(O)CCC1=O
    -13	21

(next part)
Every second line gives: RAD54 inh	esBAF inh
Cc1csc(NC(=O)c2ccco2)n1
    0	33
COc1ccc2cc(C(=O)NCc3ccco3)c(=O)oc2c1
    -6	22
COc1ccc(OC)c(NC(=O)c2cnc(Nc3ccccc3OC)c3ccccc23)c1
    1	-6
COc1cccc(OC)c1C(=O)Nc1ccnn1C
    -3	-2
COc1ccc(-n2nc(C(=O)N3CCCCC3)c3ccccc3c2=O)cc1
    -1	2
Cc1cccc(C)c1OCC(=O)N/N=C/c1ccc2c(c1)OCO2
    -2	7
C=CCn1c(COc2ccccc2)nnc1SCC(=O)Nc1ccc2c(c1)OCCO2
    2	-5
COC(=O)c1c(-c2ccncc2)csc1NC(=O)c1ccoc1C
    3	36
O=C(Oc1ccc(/C=N/NC(=O)c2ccccc2O)cc1)c1ccccc1
    1	30
CN(C)c1ccc(/C=N/NC(=O)CN(c2cccc(Cl)c2)S(C)(=O)=O)cc1Br
    -1	-6
COc1ccc(CNC(=O)C[C@H]2C[C@H](C(=O)N3CCCCC3)[C@@]3(CCc4ccccc4)c4[nH]c5cc(-c6ccco6)ccc5c4CCN3C2=O)cc1OC
    9	11
O=C(CCC(=O)c1cccs1)OCC(=O)N1CCN(C(=O)c2ccco2)CC1
    -5	-6
O=C1OCCC1Sc1nnc(-c2ccco2)o1 (centres undefined)
    -8	-3
CN(C)CCNC(=O)C1CCCNC1=O (centres undefined)
    4	-2
Cn1nnnc1SCC(=O)NCc1ccco1
    8	-11

Copied from the results shown (four entries):
Every second line gives: RAD54 inh	esBAF inh
O=C(CCC(=O)c1cccs1)OCC(=O)N1CCN(C(=O)c2ccco2)CC1
    -5	-6
O=C1OCCC1Sc1nnc(-c2ccco2)o1 (centres undefined)
    -8	-3
CN(C)CCNC(=O)C1CCCNC1=O (centres undefined)
    4	-2
Cn1nnnc1SCC(=O)NCc1ccco1
    8	-11

(list continues)
Every second line gives: RAD54 inh	esBAF inh
CCCCOc1ccc(OCCCC)c2c1NC1(N2)C(=O)N(C(C)=O)c2ccccc21
    -13	2
C=CCNC(=O)c1ccc(Sc2ccc(C)cc2)c([N+](=O)[O-])c1
    5	-3
OCCN(C=NC1=NN(c2cccc(C(F)(F)F)c2)CC1)CCO
    2	12
CC[C@@]12C(=O)N(c3ccc(OC)cc3)C(=O)N1[C@H](c1cccc(C)c1)[C@@H]1C(=O)N(Cc3ccccc3)C(=O)[C@@H]12
    -6	3
Cc1ccc(NC(=O)Cn2nnc(C(=O)NCCc3ccccc3)c2N)c(C)c1
    -2	-5
COC(=O)c1ccc(/C(O)=C(\C#N)c2nc3ccccc3s2)cc1
    -1	30
Cc1c(C2(c3c(C)n(C)n(-c4ccccc4)c3=O)C(=O)Nc3ccc(F)cc32)c(=O)n(-c2ccccc2)n1C
    5	-3
CC(C)c1nnc(NC(=O)CCN2C(=O)c3ccccc3C2=O)s1
    -3	2
CC(C)OC(=O)c1c(N)sc2c1CCCC2
    2	10
COc1ccccc1N1CCN(c2cc(N3CCCC3)nc(C)n2)CC1
    10	1
CNc1cc(N2CCCCCC2)ccc1[N+](=O)[O-]
    -1	7
C=CCn1c(=O)/c(=C2/SC(C)=C(C)N2CC)s/c1=C1/C(=O)N(CC)C(=S)N1c1ccccc1
    -9	-12
CCOc1ccc(CN(Cc2ccco2)C(c2cccs2)c2nnnn2C(C)(C)C)cc1 (centres undefined)
    17	-17
CN(C)c1ccc(-n2cc3c(=O)n(C)c(=O)n(C)c3c2)cc1
    3	71*
CCOC(=O)c1c(C)[nH]c(N=Nc2ccc(C)cc2)c1C
    2	62*
Cc1ccnc(NC(=O)C2CCN(S(=O)(=O)c3cccc4nonc34)CC2)c1
    -11	-4
Cc1nn(Cc2ccc(Cl)cc2)c2sc(C(=O)OCC(N)=O)cc12
    -1	-5
Cc1c(Cl)cccc1NC(=O)CSc1ncnc2c1cnn2CCc1ccccc1
    1	10
CCc1nnc(-n2nc(C)cc2-c2ccccc2)n1N
    3	2
CCc1ccc2[nH]c(=O)c(CN(Cc3ccc(OC)cc3)Cc3nnnn3CCOC)cc2c1
    -10	-6
CCN(CCO)C1CC(=O)N(c2ccccc2C)C1=O (centres undefined)
    4	-3
CN(C)S(=O)(=O)c1cccc(-c2nnc(SCc3ccc4c(c3)OCCO4)o2)c1
    -4	-4
Cc1cc([N+](=O)[O-])nn1CC(=O)N1CCc2ccccc2C1
    -6	-3
CC1CCCN(C(=O)C2CCN(CC3CC=CCC3)CC2)C1 (centres undefined)
    9	-1
CCn1c(SCc2nc3ccccc3s2)nnc1-c1ccccc1
    -4	46*
CSc1nc2ccccc2n1C(=O)NC1CCCCC1
    -2	-4
O=C(C1CCCN(S(=O)(=O)c2ccccc2)C1)N1CCN(c2ncccn2)CC1 (centres undefined)
    -20	5
Cn1c(NC(=O)c2ccco2)c(-c2ccc(Cl)cc2)c(=O)c2ccccc21
    6	-4
COc1ccccc1NC(=O)c1ccc(CN2CCOCC2)cc1
    8	-1
CC(NCc1ccccc1)C1COc2ccccc2O1 (centres undefined)
    5	-5
O=S(=O)(c1ccc(F)cc1)N1CCN(Cc2ccccc2C(F)(F)F)CC1
    -7	8
C1CN(CCN2CCOCC2)CCN1
    -1	5
Cn1c(=O)c2cn(-c3ccc4c(c3)OCCO4)cc2n(C)c1=O
    -4	16
CCn1c(CC(=O)Nc2ccccc2F)nnc1SCC(=O)N1CCN(c2ccccc2)CC1
    2	1
O=C(Oc1ccc(OC(=O)c2ccco2)c(S(=O)(=O)c2ccc(Br)cc2)c1)c1ccco1
    3	5
COc1ccc(C2CC(=O)Nc3cc(C)c(C)cc32)c(OC)c1OC (centres undefined)
    3	7
